ARFGAP1 inhibitor: rat ARFGAP1 inhibition | Q62848 | Arfgap1-stimulated ARF1 GTP hydrolysis, GDP FP detection | inhibition, % at 16.5 µM | hit rate 0.26% among 360,000 | AID 651572;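 active means inhibition above a per-plate limit, mean inhibition of low control wells plus 3 SD, cut at about 25% in these data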;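 further: 0% = DMSO wells with enzyme and 100% = wells lacking Arfgap1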
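System: truncated rat Arfgap1 GAP domain / Medium: HEPES-based buffer, pH 7.5 / Also added: N-terminally truncated human ARF1-GTP substrate / Incubation: enzyme reaction 120 min at 25 °C after 20 min preincubation / Measured by: FP of antibody-bound GDP Alexa 633 tracer, ex 620/em 688 nm / Replicates: singlicate, each compound tested once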
sPLA2-III inh: Inhibits HGIII-sPLA2 liposome hydrolysis, primary screen; QFRET BODIPY PC-A2 liposome hydrolysis, fluorescence; hit rate 0.56% among 370,000; inhibition, % at 12.2 µM; Q9NZ20;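 active means inhibition above mean plus 3 SD of compounds lying within the high and low control bounds, cut at about 19% in these data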;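 further: 0% = median of test compound wells and 100% = no enzyme DMSO wells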
DDE Tn6 FP inh: inhibitors of Tn6 peptide binding to human fibrin DD(E). Fibrin DD(E) TRITC-Tn6 fluorescence polarization displacement. inhibition, % at 8.3 µM. hit rate 0.21% among 370,000;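 active means inhibition above a per-campaign cutoff: mean of compounds within control limits plus 3 SD, cut at about 15% in these data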;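 further: 0% = median of all compound wells on the plate and 100% = blocking peptide control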
Target sequence (P02675 whole entry, looked up): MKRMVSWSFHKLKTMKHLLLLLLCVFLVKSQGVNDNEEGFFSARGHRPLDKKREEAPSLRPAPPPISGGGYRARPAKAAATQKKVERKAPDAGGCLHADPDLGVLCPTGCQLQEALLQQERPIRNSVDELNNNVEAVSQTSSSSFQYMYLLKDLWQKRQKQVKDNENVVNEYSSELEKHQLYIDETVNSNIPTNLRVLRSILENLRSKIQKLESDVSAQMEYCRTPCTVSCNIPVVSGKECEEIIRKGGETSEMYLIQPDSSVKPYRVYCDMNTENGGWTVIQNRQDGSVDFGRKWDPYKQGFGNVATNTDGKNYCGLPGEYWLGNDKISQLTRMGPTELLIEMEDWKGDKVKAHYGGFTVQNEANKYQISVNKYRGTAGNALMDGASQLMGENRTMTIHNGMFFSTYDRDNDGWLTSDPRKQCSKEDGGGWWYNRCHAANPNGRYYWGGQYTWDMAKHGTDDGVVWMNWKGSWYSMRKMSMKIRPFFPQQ
UHRF1 MBD2 ctr: UHRF1 methyl-DNA binding inhibition; Q96T88; UHRF1 binding to methylated oligo, TR-FRET; inhibition, % at 4.4 µM; hit rate 0.75% among 370,000; AID 687016; in the data active means inhibition above about 21%;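 further: UHRF1 SRA domain binding a hemimethylated CpG hairpin DNA probe; 0% = median of test compound wells and 100% = reference inhibitor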
PLC-beta3 inh: PLC-beta3 (human) inhibition, primary screen; Q01970; Purified PLC-beta3, fluorogenic substrate, fluorescence; inhibition, % at 12.2 µM; hit rate 0.18% among 370,000; AID 720704; in the data active means inhibition above about 11%;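 further: 0% = median of compound wells on plate and 100% = full blocker control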
NR1D1 modulator: Rev-erb alpha (human) modulation; Rev-erbα–FITC-DNA binding, fluorescence polarization, 90 min; P20393; hit rate 0.79% among 370,000; activity, % at 10 µM;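 active means activity above about 14%, limit read from the data; passing the limit was not always enough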;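 further: 0% = DMSO wells with 35 nM protein and 100% = DMSO wells with 750 nM protein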
Target sequence (P20393 whole entry, looked up): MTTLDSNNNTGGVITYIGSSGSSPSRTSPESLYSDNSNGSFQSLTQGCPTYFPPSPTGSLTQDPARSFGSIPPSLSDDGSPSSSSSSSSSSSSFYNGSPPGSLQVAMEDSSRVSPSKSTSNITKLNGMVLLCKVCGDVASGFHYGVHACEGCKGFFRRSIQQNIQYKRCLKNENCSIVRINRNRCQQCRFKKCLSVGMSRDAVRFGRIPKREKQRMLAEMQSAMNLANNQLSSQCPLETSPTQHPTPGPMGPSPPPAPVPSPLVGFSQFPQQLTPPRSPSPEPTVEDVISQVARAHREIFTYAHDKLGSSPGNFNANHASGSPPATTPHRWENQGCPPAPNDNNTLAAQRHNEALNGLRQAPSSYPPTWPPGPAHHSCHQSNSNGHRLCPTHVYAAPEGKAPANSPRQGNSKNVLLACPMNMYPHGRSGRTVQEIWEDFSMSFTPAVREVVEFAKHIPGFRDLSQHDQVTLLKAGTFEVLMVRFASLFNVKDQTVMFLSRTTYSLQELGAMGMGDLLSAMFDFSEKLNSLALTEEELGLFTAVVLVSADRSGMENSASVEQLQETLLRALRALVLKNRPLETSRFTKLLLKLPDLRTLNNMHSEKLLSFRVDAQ
Tn7 DDE FP: DD(E)-Tn7 binding inhibition, primary FP screen; P02675; FP displacement of FITC-Tn7 peptide from fibrin DD(E); 0% = median of compound wells per plate; inhibition, % at 8.3 µM; hit rate 0.13% among 370,000;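 active means inhibition above the mean of compounds falling within the control limits plus 3 SD of them, cut at about 14% in these data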;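 further: 0% = plate median of compound wells and 100% = 10 µM Aha-Tn7 peptide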
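Also added: labelled Tn7 tracer, 0.1 µM; Assay system: human fibrin DD(E) protein; Amount: 2 µM fibrin DD(E); Schedule: 10 min compound pre-incubation, 3 h probe incubation at room temperature; Repeats: one replicate per compound; Read-out basis: percent inhibition; Measured by: fluorescence polarization of the labelled Tn7 tracer.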
PLC-gamma1 inh: PLC-gamma1 (human) inhibition, primary screen; P19174; purified PLC-gamma1, fluorogenic substrate, fluorescence; inhibition, % at 12.2 µM; hit rate 0.84% among 370,000; AID 720700; in the data active means inhibition above about 9.5%
ASAP1 GAP inh: ASAP1 ArfGAP inhibition | Q9ULH1 | ASAP1-stimulated ARF1 GTP hydrolysis, GDP FP detection | inhibition, % at 16.5 µM | hit rate 0.19% among 360,000; in the data active means inhibition above about 25%;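 further: 0% = vehicle with enzyme and substrate and 100% = no enzyme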
proKLK7 act: activators of human kallikrein-7 zymogen | P49862 | purified proKLK7, EDANS-DABCYL substrate fluorescence; 100% is mature enzyme control, 0% vehicle | activation, % at 7 µM | hit rate 0.9% among 370,000 | AID 652039;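 active means activation above the mean of all tested compounds plus 3 SD, computed per campaign excluding outliers beyond control limits, cut at about 13% in these data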
* = called active by the depositor; i = inactive; nt = no result given. An unsorted share of the library. About 4.5% of those tested had a hit in this group.

SMILES,ARFGAP1 inhibitor,sPLA2-III inh,DDE Tn6 FP inh,UHRF1 MBD2 ctr,PLC-beta3 inh,NR1D1 modulator,Tn7 DDE FP,PLC-gamma1 inh,ASAP1 GAP inh,proKLK7 act
FC(F)Oc1ccc(/C=N/NC(=S)Nc2cc(C(F)(F)F)ccc2Cl)cc1,2,-3,4,-2,-1,4,1,-3,0,0.0
COCCCN(Cc1ccccn1)S(=O)(=O)Cc1ccccc1,1,-3,1,3,3,-6,-4,2,6,0.9
CC(Nc1cc(N2CCOCC2)ccc1[N+](=O)[O-])c1ccccc1 (stereo not given),-7,0,7,0,1,5,7,2,4,0.6
COc1cc(CNCc2cccs2)cc(Br)c1OC,9,6,9,2,2,-1,-13,2,7,-0.2
O=C(NNc1c2ccccc2nc2ccccc12)c1ccccc1Cl,1,-1,0,-7,-61,1,-5,-47,1,1.8
COc1ccccc1OCCn1ccnc1,-13,1,3,0,3,0,-4,5,-6,-0.7
O=C(CSc1nc2ccccc2c(=O)n1-c1ccc(F)cc1F)NC1CC1,-2,12,-2,2,-1,-3,2,0,-7,-0.4
N=C(N)c1ccc(O)cc1,0,-3,-1,1,-10,-5,-3,-11,-10,0.5
Cc1c(=O)n(OCc2ccccc2F)c2ccccc2[n+]1[O-],6,-18,-5,-5,-31,-1,-8,-23,12,0.1
Cc1ccc(NC(=O)OC2CC3CC2[C@H]2CCCCN2C3)cc1 (stereo not given in full),nt,1,0,0,-1,11,0,-3,nt,0.3
COc1cc(NC(=O)C(=O)NNC(=O)C2CCCCC2)c(OC)cc1Cl,13,-11,3,-3,3,-3,2,3,-3,0.7
Nc1nc(-c2ccc(NC(=O)c3ccco3)cc2)cs1,-3,2,-4,-2,-23,-2,5,-8,-3,0.1
COc1ccc(-c2cc(C(=O)NCc3ccco3)c3ccccc3n2)cc1,-2,-13,-3,0,i,2,6,i,17,-31
CS(=O)(=O)Nc1cccc(NC(=O)c2ccc(-n3ccnc3)c3ccoc23)c1,9,-6,1,18,-9,-5,-1,1,-3,0.7
Cc1ccc(C(=O)NCC(=O)OCC(=O)NC2CCS(=O)(=O)C2)cc1C (stereo not given),1,12,8,4,4,1,1,0,4,0.8
CC(=O)Nc1ccc2c3c(cccc13)CC2,6,-6,-4,0,-1,-1,-3,-1,-3,0.6
O=C(COc1cc2oc(=O)c3c(c2cc1Cl)CCCC3)N1C[C@H]2C[C@@H](C1)c1cccc(=O)n1C2,9,-2,-3,-1,-138,-6,-1,-101,-3,2.6
C/C(=N\OCc1ccccc1C#N)c1cc2ccccc2o1,2,7,4,0,-5,5,-4,2,0,-0.3
Cc1nc2cc3c(cc2c(C)c1C(=O)OC(C)C)OCO3,1,-5,10,-2,-7,-6,-2,-9,4,0.6
Cc1ccc2nc(NC(=O)CSc3nc(=O)n(CCN(C)C)c4c3CCCC4)sc2c1,4,-5,3,3,-7,-6,-7,1,13,0.8
COc1ccc(OC)c(N2C(=O)c3cccnc3C2=O)c1,-1,8,2,-1,-5,-6,5,0,-5,-0.1
O=C(CSc1nnc(-c2ccncc2)o1)c1cccc([N+](=O)[O-])c1,0,-39,0,-3,0,-2,-1,0,-5,0.4
Cc1ccc(OCC(=O)O)c(-n2nc3ccccc3n2)c1,3,1,-3,2,-25,-1,-4,-21,-2,-0.6
Cc1noc(C)c1S(=O)(=O)Nc1ccccc1OC(F)(F)F,-5,-7,1,-3,-3,1,1,-2,-1,0.3
COC(=O)c1sc(NC(=O)C(C)C)c(C(=O)OC)c1C,0,-1,2,4,2,22*,5,-2,1,0.2
CCOC(=O)c1[nH]c(C)c(C(=O)OCC(=O)N2CC(=O)Nc3ccccc32)c1C,-5,-3,-1,-3,2,2,-2,-1,2,-0.6
O=C(CCNc1cccc(F)c1)c1cc2ccccc2o1,0,-16,2,0,-7,-3,1,1,7,-0.7
Cc1c(CN2CCC(CO)(Cc3cccc(C(F)(F)F)c3)CC2)c2ccccc2n1C,-2,-26,-3,1,1,-2,-4,3,-2,-0.8
O=C1CCCc2nc(N3CCN(c4ccccc4)CC3)ncc21,-8,1,9,-1,2,24*,-3,-2,-2,0.1
CN(C)c1ccc(/C=N/NC(=O)c2ccccc2)cc1,1,4,0,-5,-48,-2,-1,-41,7,-0.3

The list goes on:
SMILES,ARFGAP1 inhibitor,sPLA2-III inh,DDE Tn6 FP inh,UHRF1 MBD2 ctr,PLC-beta3 inh,NR1D1 modulator,Tn7 DDE FP,PLC-gamma1 inh,ASAP1 GAP inh,proKLK7 act
COc1ccc(C(=O)CC(=O)C(=O)Nc2cccc(C(C)=O)c2)cc1,1,-9,-2,-5,-14,-4,3,4,-18,0.3
C=CCSc1nc(C)c(CC(=C)C)c(=O)[nH]1,14,-1,1,0,3,4,-6,6,3,-0.2
C/C(=N\N=C1\NC(=O)C(CC(=O)Nc2ccc(C)c(Cl)c2)S1)C(C)C (stereo not given),3,-6,1,-1,-5,2,2,-2,10,-0.5
CC(C)Cc1cc(CN2CCC(CO)(Cc3ccccc3)CC2)[nH]n1,-9,-21,1,-2,-5,0,-5,0,-5,0.5
CCCCC1=CC2=CC(=O)C(C)(OC(=O)CC)C(=O)C2=CN1c1cccc(C#N)c1 (stereo not given),-1,-12,7,-1,-160,3,4,-90,18,-4.8
Cc1ccc(NC(=O)Nc2ccc3oc(C)nc3c2)cc1,4,-4,-1,-1,7,0,1,3,-2,0.1
COc1ccc(OC)c(NC(=O)c2cccc(C)c2[N+](=O)[O-])c1,-2,-1,-3,-3,1,-2,8,4,2,-0.1
CC(C)N1CCN(Cc2cc(F)ccc2-n2cccn2)CC1CCO (stereo not given),0,6,-3,0,0,-3,0,-1,3,0.0
Cc1nc2sc(C(c3cccs3)N3CCOCC3)c(O)n2n1 (stereo not given),19,12,-7,0,-1,-3,0,0,-3,-0.5
CCC(C)c1c(O)nc(SCc2ccccc2)[nH]c1=O (stereo not given),-4,-3,3,0,3,1,-4,1,9,0.1
COc1ccc(S(=O)(=O)Nc2ccc(S(=O)(=O)N3CCOCC3)cc2)cc1C,4,-21,-5,-1,-1,0,0,1,5,-0.6
CCC(C)[C@H](NC(=O)Nc1ccc(C(C)=O)cc1)C(=O)OC (stereo not given in full),18,5,-1,-1,3,3,-5,-1,-16,0.2
c1csc(-c2nc3c4ccccc4c4ccccc4c3[nH]2)c1,19,-30,-33,-1,-197,5,-3,-154,17,18*
CS(=O)(=O)c1ccc2nc(NC(=O)c3ccc(=O)[nH]c3)sc2c1,6,0,-7,-2,-50,-4,8,-28,3,-0.2
O=Cc1cnc(N2CCOCC2)nc1,-7,13,-5,-1,-5,4,2,2,-9,0.3
CN1CCN(Cc2nc3ccccc3c(=O)n2CC#N)CC1,-6,7,-5,4,-1,1,0,-2,7,-0.5
CCOc1cc2c(cc1C=O)OC(C)C2 (stereo not given),4,8,-11,5,-221,-6,3,-147,-7,4.5
CC1CC(C)CN(S(=O)(=O)c2ccc(C(=O)NN3CCOCC3)cc2)C1 (stereo not given),8,12,-4,3,-2,5,6,-1,-6,0.2
COc1ccc(NC(=O)C(c2ccccc2)c2ccccc2)c(OC)c1,2,6,-7,0,-9,9,7,-2,0,-0.5
COCCNC(=O)C1CCC(Cn2c(=S)[nH]c3ccccc3c2=O)CC1 (stereo not given),10,5,-10,2,1,1,-3,0,0,-0.3
O=C(/C=C/c1cccc([N+](=O)[O-])c1)N1CCN(Cc2ccccc2)CC1,-4,-9,-2,1,-6,7,1,-2,6,0.4
COc1ccc(CN(C)C(=O)c2[nH]c(C)c(C(C)=O)c2C)cc1F,5,-3,0,-1,-6,1,5,-2,6,-0.6
O=C(NCCN1CCOCC1)c1ccc(Cl)c(S(=O)(=O)N2CCCCC2)c1,4,6,1,1,-3,-6,-1,-2,0,-0.1
N#CCCN(Cc1cccnc1)C(=S)NC(=O)c1ccccc1,4,1,3,0,1,-2,3,3,-12,-0.2
O=C(NCc1ccccc1Cl)O[C@H]1CC[C@@]23CCCN2C(=O)CCC[C@H]3C1,nt,-3,-2,-1,2,-3,-1,3,nt,nt
COc1cccc(CN2CC(C(=O)NC3CCCCCC3)CCC2=O)c1 (stereo not given),-6,6,7,1,0,3,-10,6,-9,-0.1
O=[N+]([O-])c1cccnc1NCc1cccs1,-3,1,7,-2,1,-4,7,1,-5,-0.3
O=C(NCCN1CCOCC1)c1cccc(Cl)c1,5,8,2,1,-1,2,1,0,-4,0.2
Cc1ccc(-c2csc3nc4cc(C(=O)NC5CCC(O)CC5)ccc4c(=O)n23)cc1 (stereo not given),5,8,17*,20,-164,-2,-2,-123,5,-11
O=C(COC(=O)c1ccc[nH]c1=O)Nc1cc(S(=O)(=O)N2CCCCCC2)ccc1Cl,-1,5,-11,2,-5,-7,7,-1,8,0.0

Carrying on:
SMILES,ARFGAP1 inhibitor,sPLA2-III inh,DDE Tn6 FP inh,UHRF1 MBD2 ctr,PLC-beta3 inh,NR1D1 modulator,Tn7 DDE FP,PLC-gamma1 inh,ASAP1 GAP inh,proKLK7 act
COc1ccc(C(=O)CN2C(=O)c3ccccc3S2(=O)=O)cc1Br,5,-4,1,2,-18,8,-5,-6,7,-0.3
CCC(C)N(C(=O)c1csnn1)C(C(=O)NCc1ccc(F)cc1)c1ccco1 (stereo not given),3,7,-2,0,2,-1,4,0,7,0.0
NC(=O)c1cc2ccncc2c2ccccc12,8,-2,-3,-7,-7,-3,2,2,-6,0.3
CN(C)/C=C/C(=O)/C=C/c1ccc(Cl)cc1Cl,2,5,4,-1,-4,-4,-7,-2,6,0.2
Cc1cc([N+](=O)[O-])cnc1N1CCOCC1,7,-1,6,-4,4,2,-9,2,3,0.0
CCC(=O)N[C@@H]1C=C[C@@H](CC(=O)NCc2ccccc2F)O[C@@H]1CO,-2,3,4,-1,0,2,8,2,3,0.1
CCCCn1c(N)c(N(CCOC)C(=O)CCNC(=O)NC23CC4CC(CC(C4)C2)C3)c(=O)[nH]c1=O,-5,6,-3,0,-10,-1,-1,-1,4,0.4
COC(=O)c1cc(C(=O)Nc2cc(C)ccn2)cc([N+](=O)[O-])c1,16,2,-1,-3,-2,-7,-7,0,-7,0.2
COc1cccc(/C=C/C(=O)c2ccc(NS(=O)(=O)c3ccc(C)cc3)cc2)c1,11,-50,-10,1,-10,6,3,-5,11,-0.1
Clc1cccc(Cc2c(C3CCCCC3)nc3ccc(Br)cn23)c1,-4,-11,2,5,-2,-1,-9,2,8,0.7

Complete entries as entered above. Order of values: ARFGAP1 inhibitor | sPLA2-III inh | DDE Tn6 FP inh | UHRF1 MBD2 ctr | PLC-beta3 inh | NR1D1 modulator | Tn7 DDE FP | PLC-gamma1 inh | ASAP1 GAP inh | proKLK7 act
Shown for Cc1ccc(-c2csc3nc4cc(C(=O)NC5CCC(O)CC5)ccc4c(=O)n23)cc1 (stereo not given) = 5 | 8 | 17* | 20 | -164 | -2 | -2 | -123 | 5 | -11
Shown for O=C(CCNc1cccc(F)c1)c1cc2ccccc2o1 = 0 | -16 | 2 | 0 | -7 | -3 | 1 | 1 | 7 | -0.7

Screening data as filed in PubChem.
